Screening results as filed in PubChem BioAssay.
HT1080NT lethal – qHTS for induction of synthetic lethality in tumor cells producing 2HG: qHTS for the HT-1080-NT fibrosarcoma cell line | Potency, µM (titrated, usually from 46.1 µM), for the others: at the top dose activity, negative = less viability, most hits filed as cytotoxic | AID 686970, 2013 | 360,000 tested, 1.6% active | HT-1080-NT fibrosarcoma viability, CellTiter-Glo ATP luminescence, 48 h;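 also: NT is the 2HG producing partner of a matched IDH1 knockdown line; potency is read from the fitted curve at half-maximal effect; 0% = DMSO-treated cells and -100% = media-only wells without cells; nearly all actives have a fitted effect of over 55% in size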
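HT-1080-NT; 750 cells/well; 5% FBS RPMI; 48 h compound, 37 degrees C; CellTiter-Glo luminescence; curve fitting and curve-class assignment.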
WRN inhibitor – qHTS for Inhibitors of WRN Helicase | WRN helicase unwinding, fluorescent forked duplex, kinetic | Bifunctional 3'-5' exonuclease/ATP-dependent helicase WRN (Homo sapiens), Q14191 | Potency, µM (top dose mostly 114 µM), for the others: at the top dose activity change, negative = inhibition, hits mostly inhibitors | 360,000 tested, 0.46% active; also: potency is read from the fitted curve at half-maximal effect; % is scaled to controls: 0 for no effect and ±100 for the full control effect; nearly all actives have a fitted effect of over 55% in size
Target sequence (Q14191 whole entry, looked up): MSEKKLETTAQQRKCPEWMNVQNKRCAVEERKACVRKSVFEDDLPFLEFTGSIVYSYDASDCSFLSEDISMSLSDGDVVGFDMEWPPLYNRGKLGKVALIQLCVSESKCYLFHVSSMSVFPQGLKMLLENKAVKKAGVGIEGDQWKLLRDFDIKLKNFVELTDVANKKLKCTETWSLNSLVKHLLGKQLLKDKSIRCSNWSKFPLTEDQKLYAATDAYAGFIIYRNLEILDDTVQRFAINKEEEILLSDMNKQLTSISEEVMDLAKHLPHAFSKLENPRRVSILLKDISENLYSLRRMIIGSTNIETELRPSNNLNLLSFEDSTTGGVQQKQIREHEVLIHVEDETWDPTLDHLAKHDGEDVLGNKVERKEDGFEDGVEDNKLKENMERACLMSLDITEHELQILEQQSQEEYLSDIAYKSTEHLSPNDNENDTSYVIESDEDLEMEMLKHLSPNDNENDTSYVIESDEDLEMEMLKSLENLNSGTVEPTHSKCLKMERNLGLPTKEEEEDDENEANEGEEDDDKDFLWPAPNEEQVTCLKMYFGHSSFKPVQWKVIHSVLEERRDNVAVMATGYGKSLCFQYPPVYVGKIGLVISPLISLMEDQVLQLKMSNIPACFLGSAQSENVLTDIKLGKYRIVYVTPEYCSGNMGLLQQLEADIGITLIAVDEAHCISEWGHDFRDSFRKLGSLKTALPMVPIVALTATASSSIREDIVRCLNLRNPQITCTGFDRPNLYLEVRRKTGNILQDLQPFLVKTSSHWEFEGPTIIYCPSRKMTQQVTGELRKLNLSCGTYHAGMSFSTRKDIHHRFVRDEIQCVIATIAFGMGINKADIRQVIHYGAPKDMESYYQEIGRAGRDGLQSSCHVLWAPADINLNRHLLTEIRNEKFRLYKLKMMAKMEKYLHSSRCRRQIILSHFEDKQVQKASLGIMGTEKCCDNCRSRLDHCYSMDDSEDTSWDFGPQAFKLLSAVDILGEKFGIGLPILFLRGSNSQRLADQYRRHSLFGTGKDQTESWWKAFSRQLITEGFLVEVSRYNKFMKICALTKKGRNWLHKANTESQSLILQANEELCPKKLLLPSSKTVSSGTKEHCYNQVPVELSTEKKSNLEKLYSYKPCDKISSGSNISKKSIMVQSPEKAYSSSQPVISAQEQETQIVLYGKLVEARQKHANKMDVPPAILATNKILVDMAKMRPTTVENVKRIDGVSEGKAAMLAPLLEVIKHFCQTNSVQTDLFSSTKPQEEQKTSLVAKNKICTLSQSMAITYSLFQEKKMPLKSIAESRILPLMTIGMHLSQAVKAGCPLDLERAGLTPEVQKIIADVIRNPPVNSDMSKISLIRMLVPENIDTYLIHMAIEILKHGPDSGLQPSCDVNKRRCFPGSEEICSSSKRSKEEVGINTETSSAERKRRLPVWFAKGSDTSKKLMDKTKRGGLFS
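Primary qHTS, 1536-well format. 20 nM WRN + compound, 15 min RT; start with 100 nM forked fluorophore/quencher duplex, 2 mM ATP (final); kinetic read ex 525/em 598 nm.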
KB-V1 cytotox – qHTS assay for MDR1-selective chemotherapeutics: Primary screen using the drug-selected MDR subline cells KB-V1. KB-V1 MDR cells viability, CellTiter-Glo, 72 h. Potency, µM (series often up to 46.1 µM), for inactives: top-dose activity change, negative = cytotoxicity, most hits filed as cytotoxic. 400,000 tested, 3.4% active. AID 1347076, 2019; also: potency is read from the fitted curve at half-maximal effect; % is scaled to controls: 0 for no effect and ±100 for the full control effect; nearly all actives have a fitted effect of over 60% in size
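Readout: CellTiter-Glo luminescence, 10 min after addition. Cells: KB-V1 MDR subline, 72 h at 37 degrees C with compound. Analysis: corrected, normalized data fitted to concentration-effect curves.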
ATXN2 expr inh – Primary qHTS for Inhibitors of ATXN expression; Potency, µM (doses to about 57 µM), for inactives: at the highest dose activity change, negative = inhibition, usual class: inhibitors; 360,000 tested, 0.72% active; HEK-293 ATXN2-luciferase reporter, luminescence, 24 h; also: potency is read from the fitted curve at half-maximal effect; % is scaled to controls: 0 for no effect and ±100 for the full control effect; nearly all actives have a fitted effect of over 55% in size
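qHTS (up to 57 uM final) was run with 24 h compound exposure of reporter cells at 37 °C. Each well was multiplexed: SteadyGlo luminescence measured ATXN2-luciferase expression after a fluorogenic Gly-Phe-AFC viability readout (25 uM final).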
SW480 rereplic – A quantitative high throughput screen for small molecules that induce DNA re-replication in SW480 colon adenocarcinoma cells; SW480 DNA re-replication, Hoechst DNA content imaging, 48 h; Potency, µM (titrated, usually from 46.1 µM), for the others: at the top dose re-replication activation, usual class: activators; 340,000 tested, 1.8% active; also: potency is read from the fitted curve at half-maximal effect; % of control where 0% means no effect; nearly all actives have a fitted effect of over 55% in size
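Image-based read-out: total Hoechst fluorescence of nuclei (405 nm excitation, 500-530 nm emission), with hits raising the fraction of high-intensity nuclei. SW480 colon cells incubated 48 hr with compounds at 37 C.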
MCF10A rerep – A quantitative high throughput screen for small molecules that induce DNA re-replication in MCF 10a normal breast cells; Potency, µM (titrated, usually from 46.1 µM), inactives show at the top dose activity, positive = re-replication, most hits filed as activators; 350,000 tested, 2.9% active; MCF 10A DNA re-replication, Hoechst nuclear intensity, 48 h; also: potency is read from the fitted curve at half-maximal effect; % of control where 0% means no effect; nearly all actives have a fitted effect of over 50% in size
KB-3-1 tox – qHTS assay for MDR1-selective chemotherapeutics: Primary screen using the parental adenocarcinoma cell KB-3-1; Potency, µM (doses to about 46.1 µM), for the others: at the highest dose activity change, negative = cytotoxic, hits mostly cytotoxic; KB-3-1 viability, CellTiter-Glo ATP luminescence, 72 h; 400,000 tested, 1.4% active; also: potency is read from the fitted curve at half-maximal effect; % is scaled to controls: 0 for no effect and ±100 for the full control effect; nearly all actives have a fitted effect of over 60% in size
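Viability of parental KB-3-1 cells, measured by CellTiter-Glo luminescence, followed a 72 h incubation at 37 °C with pinned compounds in phenol-red-free DMEM containing 10% FBS.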
IL1B secr inh – qHTS for Inhibitors of Inflammasome Signaling: IL-1-beta AlphaLISA Primary Screen; THP-1 LPS/ATP IL-1B secretion, AlphaLISA, 16 h; hits give low values; 360,000 tested, 4.7% active; activity change, % at 57.5 µM; in the data active = activity change below about -50%; inconclusive = mostly about -30% to -49%; also: % is scaled to controls: 0 for no effect and ±100 for the full control effect
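THP-1 cells pretreated 1 hr with compounds (up to 57.5 uM final), then stimulated with LPS (250 ng/mL final) plus ATP (1.25 mM final); secreted IL-1B measured by AlphaLISA after 16 hr, decreased signal indicating inhibition.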
HT1080 IDH1KD tx – qHTS for induction of synthetic lethality in tumor cells producing 2HG: qHTS for the HT-1080-IDH1KD cell line | HT-1080 IDH1 knockdown viability, ATP luminescence, 48 h | Potency, µM (highest dose often 46.1 µM), inactives show at the highest dose activity, negative = toxicity, most hits filed as cytotoxic | 360,000 tested, 2% active;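 also: potency is read from the fitted curve at half-maximal effect; 0% = DMSO wells and -100% = cell-free medium wells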
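IDH1KD HT-1080 cells, 750/well, RPMI + 5% FBS; compound pinned after 2 h settling; 48 h, 37 °C; CellTiter-Glo luminescence; % activity normalised to DMSO and no-cell wells; curves fitted, classed by r2 and efficacy.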
Starred values were filed as active, the others as inactive; & = joins results of further samples; [ ] = remark or other dose. Unless noted, calls follow the shape of the dose curve; as a rule, active = well fitted curve in the direction sought with a large enough effect; inconclusive = small, poorly fitted or top-dose-only effect, or another doubt; inactive = no such curve, though single readings can be large; an effect the other way counts as inactive or inconclusive.

How did Cc1cccc(C)c1OCCSc1nc2ccccc2n1CC(=O)O do in these assays?
HT1080NT lethal: 7%; WRN inhibitor: 1%; KB-V1 cytotox: inconclusive; ATXN2 expr inh: 11%&16%; SW480 rereplic: -6%; MCF10A rerep: -13%; KB-3-1 tox: -2%&11%; IL1B secr inh: 21; HT1080 IDH1KD tx: 3%

How did COc1ccc2c(CC(=O)OCC(=O)Nc3ccccc3[N+](=O)[O-])coc2c1 do in these assays?
HT1080NT lethal: -6%; WRN inhibitor: 0%; KB-V1 cytotox: -19%; SW480 rereplic: -17%; MCF10A rerep: 1%; KB-3-1 tox: -6%; IL1B secr inh: -14; HT1080 IDH1KD tx: -2%

What do the screens show for `COc1ccc(NC(=O)C2(N(CC(C)C)C(=O)Cn3nnnc3N)CCCCC2)cc1`?
HT1080NT lethal: -1%; WRN inhibitor: 3%; KB-V1 cytotox: 16%; ATXN2 expr inh: 0%; SW480 rereplic: 0%[9.22 µM]; MCF10A rerep: -6%; KB-3-1 tox: -2%; IL1B secr inh: 10; HT1080 IDH1KD tx: -2%

Results for Nc1nonc1-n1nnc(C(=O)N/N=C/c2cccs2)c1-c1ccc2c(c1)OCO2 ?
HT1080NT lethal: -2%; WRN inhibitor: -11%; KB-V1 cytotox: -27%; ATXN2 expr inh: 5%; SW480 rereplic: 30%; MCF10A rerep: 1%; KB-3-1 tox: 0%; IL1B secr inh: -11; HT1080 IDH1KD tx: -2%

How did N#CCCn1cc(C(=O)NCc2ccccc2)c(-c2cccs2)n1 do in these assays?
HT1080NT lethal: 0%; WRN inhibitor: 7%[57.1 µM]; KB-V1 cytotox: 10%; ATXN2 expr inh: -9%[11.3 µM]; SW480 rereplic: -40%[inhibitor][1.84 µM]; MCF10A rerep: -26%; KB-3-1 tox: 6%; IL1B secr inh: 12; HT1080 IDH1KD tx: 7%

How did O=C(c1cc(Cl)ccc1Cl)N1CCc2ccccc21 do in these assays?
HT1080NT lethal: -3%; WRN inhibitor: -24%; KB-V1 cytotox: -18%; ATXN2 expr inh: -23%; SW480 rereplic: 5%; MCF10A rerep: 5%; KB-3-1 tox: -11%; IL1B secr inh: -11; HT1080 IDH1KD tx: -16%

How did CCN(CC(=O)Nc1ccc(NC(C)=O)cc1)C(=O)c1ccccc1SCc1c(C)noc1C do in these assays?
HT1080NT lethal: 0%; WRN inhibitor: -13%; KB-V1 cytotox: 4%; ATXN2 expr inh: 13%; SW480 rereplic: -9%; MCF10A rerep: 0%; KB-3-1 tox: 10%; IL1B secr inh: -7; HT1080 IDH1KD tx: 0%

Results for Cc1c(Cl)cccc1NC(=O)CCN1C(=O)C2CC=CCC2C1=O (centres undefined) ?
HT1080NT lethal: 3%; WRN inhibitor: -13%; KB-V1 cytotox: 11%; ATXN2 expr inh: 0%; SW480 rereplic: -6%; MCF10A rerep: -3%; KB-3-1 tox: 23%; IL1B secr inh: -1; HT1080 IDH1KD tx: 18%

What do the screens show for `O=C(Cn1ccn(-c2ccc(F)c(F)c2)c(=O)c1=O)NCCc1ccccc1`?
HT1080NT lethal: 0%; WRN inhibitor: 2%[57.1 µM]; KB-V1 cytotox: -2%; ATXN2 expr inh: 3%; SW480 rereplic: -18%; MCF10A rerep: -2%; KB-3-1 tox: -3%; IL1B secr inh: -1; HT1080 IDH1KD tx: 2%

Results for CC(C)NS(=O)(=O)c1ccc(OCC(=O)N2CCN(c3ccccc3)CC2)cc1 ?
HT1080NT lethal: 0%; WRN inhibitor: 3%; KB-V1 cytotox: inconclusive; ATXN2 expr inh: -17%; SW480 rereplic: -10%; MCF10A rerep: -2%; KB-3-1 tox: 8%; IL1B secr inh: 21; HT1080 IDH1KD tx: 7%

What do the screens show for `O=C1c2ccccc2C(=O)C1c1ccc(Br)cc1`?
HT1080NT lethal: 2%; WRN inhibitor: -5%; KB-V1 cytotox: 3%; ATXN2 expr inh: 11%&40%; SW480 rereplic: 6%&-2%; MCF10A rerep: 0%&0%; KB-3-1 tox: 3%; IL1B secr inh: -5; HT1080 IDH1KD tx: -1%

How did COCCN(C(=O)C(C)N1C(=O)c2ccccc2C1=O)c1c(N)n(CC(C)C)c(=O)[nH]c1=O (centres undefined) do in these assays?
HT1080NT lethal: -1%; WRN inhibitor: 5%; KB-V1 cytotox: 25%; ATXN2 expr inh: 7%; SW480 rereplic: -3%; MCF10A rerep: -3%; KB-3-1 tox: 18%; IL1B secr inh: 13; HT1080 IDH1KD tx: 0%

Results for CC(C)(C)CC(C)(C)N1CNC(=S)NC1 ?
HT1080NT lethal: 0%; WRN inhibitor: 0%; KB-V1 cytotox: 13%; SW480 rereplic: -7%; MCF10A rerep: 7%; KB-3-1 tox: -2%; IL1B secr inh: -24; HT1080 IDH1KD tx: 3%

How did Oc1c(Br)cc(Br)cc1C=Nc1cccnc1 do in these assays?
HT1080NT lethal: -10%; WRN inhibitor: -27%; KB-V1 cytotox: -6%; SW480 rereplic: -1%; MCF10A rerep: 24%; KB-3-1 tox: 9%; IL1B secr inh: 10; HT1080 IDH1KD tx: -5%

How did CC1(C)OC(=O)C(=NNc2ccccc2[N+](=O)[O-])C(=O)O1 do in these assays?
HT1080NT lethal: 4%; WRN inhibitor: -5%; KB-V1 cytotox: -1%; SW480 rereplic: -23%; MCF10A rerep: -6%; KB-3-1 tox: 1%; IL1B secr inh: 6; HT1080 IDH1KD tx: 8%

How did CC(=O)Oc1ccc(C(=O)Nc2ccccc2C(=O)N2CCCCC2)cc1 do in these assays?
HT1080NT lethal: 0%; WRN inhibitor: 3%[57.1 µM]; KB-V1 cytotox: -3%; ATXN2 expr inh: -4%; SW480 rereplic: inconclusive; MCF10A rerep: 5%; KB-3-1 tox: -1%; IL1B secr inh: -5; HT1080 IDH1KD tx: 5%

How did OC1(c2cccc(F)c2)CCN(Cc2ccncc2)CC1 do in these assays?
HT1080NT lethal: 7%; WRN inhibitor: -1%; KB-V1 cytotox: -5%; ATXN2 expr inh: -11%; SW480 rereplic: 1%; MCF10A rerep: 24%; KB-3-1 tox: -2%; IL1B secr inh: 9; HT1080 IDH1KD tx: 9%

Results for COCCn1c(SCC(=O)Nc2ccccc2)nnc1-c1ccoc1C ?
HT1080NT lethal: 1%; WRN inhibitor: 2%; KB-V1 cytotox: 12%; ATXN2 expr inh: -7%; SW480 rereplic: -24%; MCF10A rerep: -3%; KB-3-1 tox: 3%; IL1B secr inh: -15; HT1080 IDH1KD tx: 8%

How did CCOC(=O)CNS(=O)(=O)c1ccc(S(=O)(=O)NC2CC2)cc1 do in these assays?
HT1080NT lethal: 10%; WRN inhibitor: -15%; KB-V1 cytotox: 26%; ATXN2 expr inh: 6%; SW480 rereplic: -43%[inhibitor]; MCF10A rerep: inconclusive; KB-3-1 tox: 16%; IL1B secr inh: inconclusive; HT1080 IDH1KD tx: 17%

How did Cc1onc(-c2ccccc2Cl)c1C(=O)NCc1ccccn1 do in these assays?
HT1080NT lethal: 12%; WRN inhibitor: -5%; KB-V1 cytotox: 5%; ATXN2 expr inh: 1%; SW480 rereplic: -7%; MCF10A rerep: -9%; KB-3-1 tox: 1%; IL1B secr inh: 34; HT1080 IDH1KD tx: 8%

Results for Cc1sc2nc(C3CC3)nc(N3CCN(S(=O)(=O)c4ccc(F)cc4)CC3)c2c1C ?
HT1080NT lethal: 5%; WRN inhibitor: -17%; KB-V1 cytotox: inconclusive; ATXN2 expr inh: -11%; SW480 rereplic: inconclusive; MCF10A rerep: inconclusive; KB-3-1 tox: -6%; IL1B secr inh: -22; HT1080 IDH1KD tx: inconclusive

How did COc1cc(OC)cc(C2=Cc3ccc(OC)cc3C(CC(C)=O)N2c2ccc(-c3cncnc3)cc2)c1 (centres undefined) do in these assays?
HT1080NT lethal: -15%; WRN inhibitor: -1%; KB-V1 cytotox: 0%; ATXN2 expr inh: -1%; KB-3-1 tox: inconclusive; IL1B secr inh: -15; HT1080 IDH1KD tx: -8%

Results for CC(=O)c1cccc(NC(=O)c2cccc(NC(=O)c3ccco3)c2)c1 ?
HT1080NT lethal: inconclusive; WRN inhibitor: inconclusive; KB-V1 cytotox: -2%; ATXN2 expr inh: -8%; SW480 rereplic: -35%[inhibitor]; MCF10A rerep: 12%; KB-3-1 tox: -1%; IL1B secr inh: 26; HT1080 IDH1KD tx: inconclusive

How did O=C(COc1ccc(/C=N/NC(=O)c2ccccc2Br)cc1)Nc1ccccc1 do in these assays?
HT1080NT lethal: 11%; WRN inhibitor: 10%; KB-V1 cytotox: 6%; ATXN2 expr inh: 12%; SW480 rereplic: 2%; MCF10A rerep: -1%; KB-3-1 tox: -4%; IL1B secr inh: 30; HT1080 IDH1KD tx: 15%
